Bioassay records deposited in PubChem BioAssay by several laboratories.
Vif imaging: blocks HIV Vif function; HEK293T cells, Vif self-association by quenched fluorescence, imaging, 24 h; inhibition, % at 7.49 µM; AID 602346; 340,000 compounds, 0.35% hits; in the data active = inhibition above about 50%, passing the limit was not always enough; inconclusive = no clear call, values can overlap the other calls; inactive = below about 31%; note: some results filed as inactive read as strong as hits
KKLEB tox: reduces viability of KKLEB cystic fibrosis airway cells; 360,000 compounds, 0.36% hits; activity change (cytotoxicity), % at 5 µM; AID 602141; KKLEB CF airway cells viability, ATPlite luminescence, overnight; active compounds read low; cells stimulated with P. aeruginosa culture filtrate;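 active = corrected activity change at or below -50% at 5 µM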
MITF TRPM1 inh: reduces MITF-dependent TRPM1 promoter luciferase signal | SK-MEL-5 TRPM1 promoter luciferase, 24 h | inhibition, % at 12.5 µM | 330,000 compounds, 0.83% hits;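 active = mean inhibition across replicates of 60% or more, whatever share of single replicates reaches that level; inconclusive = some that reach 60%, reason not given; inactive = mean inhibition across replicates below 60%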; note: values of inactives mirror those of a sister screen read the other way
CaV13 FRET inh: Primary screen for inhibitors of IQ motif and Ca2+-dependent inactivation inhibitor domain binding in CACNA1D, Förster resonance energy transfer in living cells, …; 340,000 compounds, 0.098% hits; inhibition, % at 12.3 µM; HEK cells, CFP/YFP FRET ICDI-IQ, plate reader, 10 min; percent FRET-ratio fall versus neutral wells;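 active = mean replicate inhibition of at least 30% and at least 1% of replicates passing that level; inconclusive = only one of the two criteria is met; inactive = neither criterion is met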;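 note: 0% = median of the neutral control wells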
CF NFkB block: cystic fibrosis NF-kB activation inhibition; KKLEB NF-kB-GFP reporter, PAF-induced, GFP fluorescence overnight; inhibition, % at 5 µM; 360,000 compounds, 0.86% hits;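 active = at least 50% inhibition at 5 µM, scaled per plate between neutral and stimulator controls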;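 note: PAF is a Pseudomonas aeruginosa culture filtrate used as stimulus; plate controls were PAF-stimulated DMSO wells for no effect and unstimulated DMSO wells for full effect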
HIF-2a block: inhibitors of HIF-2a; 786-0 RCC cells HIF-2a reporter, luciferase luminescence, overnight; inhibition, % at 18.8 µM; 360,000 compounds, 0.72% hits;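 active = inhibition of the luminescence signal of 40% or more relative to plate controls, in a single-dose primary screen at 18.75 µM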
Peg3 promoter: Peg3 promoter activity inhibition; HeLa PEG-Prom luciferase reporter, luminescence, overnight; inhibition, % at 20 µM; 360,000 compounds, 1.7% hits;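 active = inhibition of at least 50% at 20 µM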
Shn3 3UTR inh: reduces Shn3 3'UTR luciferase signal in osteoblasts; inhibition, % at 12.5 µM; Clone20 osteoblast Shn3 3'UTR firefly luciferase, 24 h; 360,000 compounds, 0.52% hits; AID 588674;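 active = mean inhibition of at least 75% with every replicate also reaching 75%; inconclusive = mean inhibition at least 75% but some replicate below; inactive = mean inhibition below 75%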;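 note: 0% = median of neutral control wells and 100% = pilot-screen positive control compound; some compounds past the cut are filed as inactive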
NR2E3 ag-1: agonists of human NR2E3 nuclear receptor; inhibition of corepressor binding, % at 3.98 µM; AID 602229; 360,000 compounds, 0.35% hits; CHO-S Gal4-NCOR/VP16-NR2E3 two-hybrid, luciferase; Q9Y5X4;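 active = inhibition above the mean of all tested compounds plus 3 SD, cut at about 70% in these data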;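 note: 0% = DMSO with NR2E3 transfected cells and 100% = cells lacking NR2E3 construct; higher means lower luciferase signal from less NR2E3 corepressor binding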
Target sequence (Q9Y5X4 whole entry, looked up, the tested form may be a part): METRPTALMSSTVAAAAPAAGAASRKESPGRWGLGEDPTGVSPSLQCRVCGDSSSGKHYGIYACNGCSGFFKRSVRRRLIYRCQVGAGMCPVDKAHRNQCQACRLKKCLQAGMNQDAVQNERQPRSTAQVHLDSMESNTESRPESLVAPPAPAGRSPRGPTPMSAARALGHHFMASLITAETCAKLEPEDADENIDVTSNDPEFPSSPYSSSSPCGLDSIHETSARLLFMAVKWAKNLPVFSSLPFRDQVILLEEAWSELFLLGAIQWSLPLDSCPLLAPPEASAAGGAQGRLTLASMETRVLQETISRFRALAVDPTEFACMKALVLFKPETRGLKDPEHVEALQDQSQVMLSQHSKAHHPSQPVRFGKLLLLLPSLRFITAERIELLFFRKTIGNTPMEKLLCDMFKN
NR2E3 ag-2: activates human photoreceptor nuclear receptor NR2E3; Q9Y5X4; AID 2300; inhibition of corepressor binding, % at 4.78 µM; GST-NR2E3/biotin-RetCOR TR-FRET, 1536-well; 320,000 compounds, 0.12% hits;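 active = percent inhibition above the cutoff of mean plus 3 SD of all tested compounds, set per screening campaign, cut at about 20% in these data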;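 note: 0% = DMSO wells and 100% = biotin wells as full block of FRET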
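Test system: GST-NR2E3 and biotin-RetCOR proteins | Quantity: 1.35 nM GST-tagged NR2E3 final | Medium: Tris pH 7.5 | Also added: 7 nM biotin-RetCOR | Dosing: Compound at 4.8 µM, single dose | Timing: 5 h at 4 °C | Detection: Time-resolved FRET | Read-out basis: Percent inhibition | Benchmarks: Biotin wells as high control, 0.6% DMSO wells as low control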
PDI turbidity: blocks human protein disulfide isomerase activity | P07237 | PDI insulin aggregation turbidity, A650, 90 min | inhibition, % at 10 µM | 350,000 compounds, 0.052% hits;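 active = mean inhibition across replicates of 30% or more, whatever share of single replicates reach that level; inconclusive = mean inhibition below 30% while every single replicate reaches 30%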;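 note: absorbance from insulin aggregation driven by PDI reduction with DTT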
Target sequence (P07237 whole entry, looked up): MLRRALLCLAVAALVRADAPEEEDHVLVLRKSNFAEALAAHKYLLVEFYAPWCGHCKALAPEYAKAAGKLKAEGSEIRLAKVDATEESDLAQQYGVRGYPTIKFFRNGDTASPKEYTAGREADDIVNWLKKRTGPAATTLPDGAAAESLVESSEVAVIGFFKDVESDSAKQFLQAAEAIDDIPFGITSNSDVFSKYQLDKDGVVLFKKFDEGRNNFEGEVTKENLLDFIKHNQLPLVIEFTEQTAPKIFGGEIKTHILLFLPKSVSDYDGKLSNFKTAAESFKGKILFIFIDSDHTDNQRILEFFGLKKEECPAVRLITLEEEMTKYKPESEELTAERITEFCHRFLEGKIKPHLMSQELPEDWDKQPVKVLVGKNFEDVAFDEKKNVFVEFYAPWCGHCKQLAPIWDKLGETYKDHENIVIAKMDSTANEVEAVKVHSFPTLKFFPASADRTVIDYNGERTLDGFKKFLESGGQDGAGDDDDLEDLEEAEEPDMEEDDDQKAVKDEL
Starred values were filed as active, the others as inactive; i = inactive; ? = inconclusive; · = not tested or not shown; & = joins results of further samples.

Each structure is followed by: Vif imaging	KKLEB tox	MITF TRPM1 inh	CaV13 FRET inh	CF NFkB block	HIF-2a block	Peg3 promoter	Shn3 3UTR inh	NR2E3 ag-1	NR2E3 ag-2	PDI turbidity
- COc1ccc(S(=O)(=O)N2CC3CCCN3c3ccc(C(F)(F)F)cc32)cc1 (configuration not stated)
    1	-13	-7	-4	-12	9	39	34	-5	-2	-8
- Cc1ccc(CNC(=O)CSc2ncccn2)cc1
    7	-16	-17	-5	16	-131	-94	-11	-56	0	-1
- Clc1ccc(Nc2ncnc3ccc(Br)cc23)cc1
    -16	-10	19	·	73*	1	16	44	-17	13	1
- CN(C)CCNC(=O)c1cc2ccccc2oc1=O
    -1	5	3	-2	-7	11	3	5	-2	-2	23
- CCOC(=O)C1CC2=C(CCCC2=O)NC1=O (configuration not stated)
    4	-2	-13	-3	24	4	-6	-13	-25	·	-2
- NC(c1ccccc1)c1cccnc1 (configuration not stated)
    7	15	0	-3	4	24	7	-11	5	2	3
- COc1ccc(OC)c(Nc2ncnc3c2cnn3-c2ccccc2)c1
    4	13	-20	-7	1	-138	-93	-51	-24	0	-9
- COc1ccc(CCn2c(-c3ccncc3)n[nH]c2=S)cc1OC
    6	16	-21	5	-2	12	9	-15	1	1	0
- COc1ccc(S(=O)(=O)N2CCCCC2)cc1NC(=O)CNc1ccc(F)cc1C
    -1	-1	12	-6	4	13	15	5	-18	0	1
- COc1ccccc1C(=O)Nc1nc2cc3c(cc2s1)OCCO3
    -1	-27	-13	·	-13	-230	-234	-30	-173	4	·
- COc1ccc(-c2nnc(SCCc3ccccc3)n2N)cc1
    -15	1	-16	-1	10	-58	-55	-18	-2	3	-4
- CCN(CCNC(=O)CN1CCN(Cc2ccc(Cl)cc2)C1=O)c1ccccc1
    -19	7	6	-1	-1	24	21	-2	1	2	0
- CCCCc1nc2cc(C(=O)N3CCN(c4cnccn4)CC3)ccc2o1
    2	13	-2	-2	-6	-22	-8	6	-28	-1	10
- CCCCC(=O)NC(=S)NNC(=O)CC
    1	4	0	-5	2	6	1	-2	-7	2	-12
- Cc1ncoc1C(=O)NCCC(c1ccccc1)c1ccccc1
    -2	4	9	-6	-6	6	-4	18	-15	2	0
- COc1ccc(C)cc1S(=O)(=O)N(C)CC(=O)NC1CCCCC1
    1	0	5	-2	14	13	11	7	1	-1	12
- COc1ccc2nc(NC(=O)C3CCCN(S(=O)(=O)c4c(C)noc4C)C3)sc2c1 (configuration not stated)
    0	-8	9	-2	-6	3	11	2	-36	3	·
- COc1ccccc1NS(=O)(=O)c1cc(C(=O)N2CCN(C/C=C/c3ccccc3)CC2)ccc1C
    -17	-8	8	-3	-1	15	33	65	4	-1	13
- Nc1nnc(Sc2ncccc2[N+](=O)[O-])s1
    -1	7	13	-3	-14	9	9	-21	-1	0	-4
- CCn1cc([N+](=O)[O-])c(C(=O)Nc2cc(C)on2)n1
    ?	6	-10	0	6	3	-2	-14	3	2	-5
- COc1cc(/C=N/N=C(/N)c2nonc2N)cc(Br)c1OCc1cccc(C)c1
    -4	7	-9	-5	-3	-29	-15	41	-85	1	-4
- CC1(C)CN(c2ccccc2)C(=O)[C@H]1CC(=O)Nc1ccccc1
    4	3	·	-5	18	2	-2	-2	-30	·	-2
- CCOc1ccc(NC(=O)CCN2C(=S)NC(C)(C)CC2C)cc1 (configuration not stated)
    -3	3	-14	-6	10	8	1	5	5	4	1
- Cc1cc(Nc2ccc(F)c(Cl)c2)n2ncnc2n1
    4	14	·	-2	6	9	9	-4	-18	2	·
- COC(=O)c1ccc(C2NC(=O)c3ccccc3O2)cc1 (configuration not stated)
    2	10	-4	-1	1	-4	-26	1	-8	1	1
- CC(C)(C)OC(=O)n1cc(CCO)c2ccccc21
    ·	-6	-2	2	13	10	-17	-13	11	0	2
- O=C1CCC(c2ccc3ccccc3c2)O1 (configuration not stated)
    6	3	-22	-2	2	-97	-154	-10	-30	·	-14
- COc1cc(C(=O)N2CCN(c3ccccc3)CC2)c([N+](=O)[O-])cc1OC
    -4	2	-6	6	4	7	-2	3	-18	-2	0
- COc1ccccc1NC(=O)c1ccc2c(c1)CCN2S(C)(=O)=O
    2	-3	6	-2	1	-18	-14	3	8	3	-2
- Nc1nc(Cl)nc2c1ncn2[C@@H]1O[C@H](CO)[C@@H](O)[C@H]1O
    i	-2	5	-5	12	5	18	3	-13	4	-3
- Cc1cc(C(=O)OCC(=O)c2cccs2)c2ccccc2n1
    6	-6	-12	-8	16	10	3	-18	-35	3	3
- CC(C)(C)OC(=O)N/N=C/c1cccn1-c1ccc([N+](=O)[O-])cc1
    0	4	-6	-5	7	14	4	-16	-37	2	21
- O=C(COc1ccc(Cl)cc1)NCCCNC(=O)c1cccnc1
    3	10	-15	-3	-7	10	7	-5	7	-1	6
- Cc1cc(F)ccc1S(=O)(=O)N1CCCOC1CNC(=O)C(=O)NCCCN1CCOCC1 (configuration not stated)
    1	-21	-1	·	0	3	1	5	-31	-1	12
- O=C(c1cccc(C(=O)N2CCN(c3ccccc3F)CC2)c1)N1CCN(c2ccccc2F)CC1
    18	7	7	·	9	7	43	-9	25	1	5
- CCN(CC)CCNCC1C(=O)O[C@@H]2C[C@@]3(C)CCC[C@H](C)C3=C[C@H]12 (some centres not stated)
    ·	0	28	-12	42	-12	-57	-27	16	-2	6
- COc1ccc(CC(N)c2csc(NC(=O)Nc3cccc(C(F)(F)F)c3)n2)cc1 (configuration not stated)
    -11	-11	·	-5	4	3	97*	96*	-2	·	-8
- Cc1oc(CC(C)C)c(CN)c1C(=O)O
    -3	-1	1	-8	3	4	26	-3	-20	4	14
- CC(Sc1nnc(-c2ccccc2Br)n1-c1cccc(C(F)(F)F)c1)C(N)=O (configuration not stated)
    ·	8	6	-5	0	16	9	4	-3	-3	-13
- CCCn1c2ccccc2c2cnn(CC(=O)O)c(=O)c21
    -5	14	4	-6	3	0	4	-5	-18	2	-1
- COC(=O)[C@H](C)NC(=O)N1CCC(Cc2ccccc2)CC1
    -9	1	12	-3	9	12	3	12	-11	1	12
- COc1ccc(CCNC(=O)CC2Nc3ccccc3NC2=O)cc1OC (configuration not stated)
    -1	10	12	·	-1	-3	-28	-10	2	0	1
- COc1ccc(C(=O)N[C@H](C(=O)Nc2ccc(OC)nc2)C(C)C)cc1
    7	12	-16	-5	0	-91	-93	-22	-12	0	4
- S=C(NCCc1ccccc1)N1CCN(C2CCCCC2)CC1
    10	1	11	-5	-4	-17	-1	-45	21	-3	9
- CCC(CO)Oc1cc(NC(=O)c2cccc([N+](=O)[O-])c2)c2ncn(C(C)C)c2c1 (configuration not stated)
    1	-6	-5	-4	22	-1	11	1	-16	·	4
- COc1ccc(S(=O)(=O)Nc2cc(C)ccc2OC)cc1C
    13	-7	9	-5	12	17	27	2	8	-1	1
- Cn1ccc2c(-c3cncc4ccccc34)cc3c(c21)C1CCC3O1 (configuration not stated)
    ·	-4	·	-7	20	13	14	-12	2	·	·
- CC(C)c1ccc(/C=C2\SC(=S)N(CC(=O)NCCCN3CCOCC3)C2=O)cc1
    0	-40	-16	-3	26	-100	-264	-62	-2	-1	-5
- CSc1nc2nc(-c3cccs3)cc(C(F)(F)F)c2c(=O)[nH]1
    -8	1	14	-7	17	2	-4	10	6	2	-13
- Cn1c(Oc2ccc3c(c2)OCO3)nc2c1c(=O)n(Cc1ccccc1)c(=O)n2C
    -3&-3	0	-5	-3	6	31	44	3&8	-30	-4	-3

The list goes on:
Each structure is followed by: Vif imaging	KKLEB tox	MITF TRPM1 inh	CaV13 FRET inh	CF NFkB block	HIF-2a block	Peg3 promoter	Shn3 3UTR inh	NR2E3 ag-1	NR2E3 ag-2	PDI turbidity
- COc1ccc(CNC(=O)C(C)N=C2NS(=O)(=O)c3ccccc32)cc1OC (configuration not stated)
    -14	7	4	-4	-18	24	15	4	1	0	-3
- CC(=O)N1c2ccc(S(=O)(=O)N3CCC(C(=O)N4CCN(c5cccc(C(F)(F)F)c5)CC4)CC3)cc2CC1C (configuration not stated)
    -1	5	12	-2	-17	1	15	83	99*	-1	-17
- Cc1ccc(-c2csc3nc[nH]c(=S)c23)cc1
    2	-10	0	-3	27	2	18	5	25	3	7
- CN(C)S(=O)(=O)c1cccc(C(=O)NCC2CCCO2)c1 (configuration not stated)
    8	0	4	-7	-3	5	7	-11	3	3	1
- O=C(Nc1cccnc1)c1ccccc1O
    -4	0	4	-8	-4	-39	-43	-9	-27	3	4
- O=C1NC2(CCCCC2)C(=O)N1CC(=O)N1CCc2ccccc21
    -14	19	-2	-6	-1	-12	-10	-8	-15	·	12
- S=c1[nH]nc(-c2n[nH]c3c2CCC3)n1/N=C/C=C/c1ccco1
    5	3	·	-4	-6	7	18	14	-5	-6	5
- COCCOC(=O)C1=C(C)NC2=C(C(=O)CCC2)C1c1cc2c(cc1Br)OCO2 (configuration not stated)
    4	0	4	-10	-12	15	12	-37	0	5	9
- O=C(NCc1ccccc1)c1cc(-c2ccncc2)nc2ccccc12
    -15	-1	-5	-5	-10	7	5	-5	16	3	-4
- CCOc1ccc(NC(=O)Cn2cc(C(C)=O)c3ccccc32)cc1
    -12	-9	12	-18	0	4	9	35	-9	0	10
- Cc1ccccc1NC(=O)CN1CCc2ccccc2C1
    8	1	2	-5	-8	5	3	7	-3	3	4
- COc1ccc(Cl)cc1N(C(=O)Nc1cccc(Cl)c1)C1=NCC(C)S1 (configuration not stated)
    -15	-7	5	-6	12	-24	7	-13	-11	-1	4
- CCOC(=O)c1cc2sc(C)cc2n1CC(=O)N1CCN(C(=O)c2ccco2)CC1
    5	4	8	·	-7	23	8	13	-18	4	2
- Cc1ccc(S(=O)(=O)N(C)c2ccc(OCC(=O)Nc3nc4ccccc4s3)cc2)cc1
    -2	1	24	·	-7	-33	-20	67	-23	1	8
- CC(NC(=O)c1ccccc1F)c1nnc(SCC(=O)NC2=NCCS2)n1C (configuration not stated)
    -5	0	-1	-5	-3	2	3	-3	3	7	-34
- O=[N+]([O-])c1ccc(NN=C(c2ccccc2)c2ccccc2)nc1
    -2	-4	-1	-5	5	-4	10	0	-1	·	-36
- Cc1ccsc1C(=O)N1CCN(S(=O)(=O)c2cccc(F)c2)CC1
    2	-14	5	-4	9	-1	5	9	13	-3	3
- COC(=O)C1=C(C)N(Cc2ccccc2)C(=NCCCOC(C)C)N[C@H]1c1ccccc1
    -3	10	-4	-10	0	-6	-9	22	18	·	-6

Random draw from the library; any-hit rate near 3.3%.
